BB579 growth dn = growth inhibitors of yeast BB579 in restrictive medium, primary screen, yeast lifespan-shortening project, S. cerevisiae; OD615, 48 h; inhibition, % at 10 µM; 0.51% of 140,000 active; AID 804, 2007;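 active = inhibition above a set limit, 3 SD over the mean compound inhibition, cut at about 44% in these data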; note: inactives centre near -24
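System: Saccharomyces cerevisiae DeaD strain BB579, replicative lifespan model yeast. Buffer or medium: restrictive glucose-based CSMM-D medium. Doses: one dose, 10 µM compound with 0.25% DMSO. Timing: 4 h preincubation and 48 h exposure at 30 °C. Detection: turbidity as optical density at 615 nm. Benchmarks: amphotericin B 10 µg/mL, positive.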
GALR2 blocker = GALR2 antagonists in receptor-expressing cells, primary screen; Galanin receptor type 2 (Homo sapiens), O43603; antagonist mode; inhibition, % at 4 µM; 0.39% of 140,000 active; AID 828, 2007; in the data active = inhibition above about 27%;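 note: cells stimulated with galanin 1-16 at roughly its EC80; 0% = agonist challenge control and 100% = basal control without agonist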
Target sequence (O43603 whole entry, looked up): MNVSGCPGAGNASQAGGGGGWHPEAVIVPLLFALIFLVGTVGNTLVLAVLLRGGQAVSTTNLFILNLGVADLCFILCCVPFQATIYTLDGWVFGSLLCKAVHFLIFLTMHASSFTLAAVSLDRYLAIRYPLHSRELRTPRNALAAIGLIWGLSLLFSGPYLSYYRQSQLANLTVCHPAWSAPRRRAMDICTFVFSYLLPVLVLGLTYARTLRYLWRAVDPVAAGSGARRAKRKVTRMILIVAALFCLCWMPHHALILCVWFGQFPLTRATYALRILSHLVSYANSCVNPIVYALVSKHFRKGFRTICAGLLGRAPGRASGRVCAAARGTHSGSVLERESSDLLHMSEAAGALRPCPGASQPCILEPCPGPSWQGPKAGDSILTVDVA
Measles CPE = compounds protecting cells from measles virus cytopathic effect, primary screen, measles RdRp inhibitor project, single point, MLSMR library, absorbance | Measles virus-infected cells, CPE protection | 1.5% of 140,000 active | protection (pct of control), % at 4 µM; in the data active = protection mostly above about 24%, no sharp cut-off; inactive = mostly below about 26%; note: some compounds called inactive have numbers as strong as hits
NPY-Y2 antag = NPY-Y2 receptor antagonists, primary screen, cell-based | NPY-Y2 expressing cells, antagonist mode | Neuropeptide Y receptor type 2 (Homo sapiens), P49146 | AID 793, 2007 | inhibition, % at 2.7 µM | 0.99% of 140,000 active; in the data active = inhibition above about 17%;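 note: 0% = vehicle with agonist challenge and 100% = reference antagonist with challenge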
Target sequence (P49146 whole entry, looked up): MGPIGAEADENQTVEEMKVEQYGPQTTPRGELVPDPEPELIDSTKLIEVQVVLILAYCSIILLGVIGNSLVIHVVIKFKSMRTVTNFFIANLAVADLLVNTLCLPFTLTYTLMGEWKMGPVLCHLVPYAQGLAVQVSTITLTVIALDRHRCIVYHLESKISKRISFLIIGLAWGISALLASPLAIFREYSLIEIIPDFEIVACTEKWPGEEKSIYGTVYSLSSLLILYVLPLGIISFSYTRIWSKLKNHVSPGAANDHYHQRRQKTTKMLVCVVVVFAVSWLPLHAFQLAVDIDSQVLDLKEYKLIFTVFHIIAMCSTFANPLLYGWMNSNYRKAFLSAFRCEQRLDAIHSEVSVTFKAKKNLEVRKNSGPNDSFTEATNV
MRP1 act = H69AR viability gain despite doxorubicin, primary screen, MRP-1 activator project, H69AR cells, CellTiter-Glo; viability increase, % at 10 µM; 0.61% of 140,000 active; viability rescue;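 active = viability gain under doxorubicin at or above a set limit, the compound median plus 3 SD, cut at about 4.7% in these data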;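 note: MRP-1 overexpressing cells given doxorubicin 25 µM after compound pretreatment; 18-22 h compound pretreatment then 72 h with doxorubicin before readout; 0% = doxorubicin-only wells and 100% = vehicle-treated cells without doxorubicin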
E-sel TNF inh = E-selectin induction blockers in HUVEC – imaging, immunofluorescence, high content, primary screen; AID 1246, 2008; 0.71% of 120,000 active; HUVEC TNFa-induced E-selectin immunofluorescence; inhibition, % at 2 µM;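 active = inhibition above the batch mean plus 3 SD, and confirmed as a hit on visual image review, cut at about 43% in these data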;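 note: 0% = TNF-stimulated DMSO wells and 100% = unstimulated control wells; not every result past the cut was called active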
Phagocytosis inh = inhibitors of macrophage phagocytosis, primary screen, imaging, J774A.1 cells, IgG beads. J774A.1 macrophage IgG-bead phagocytosis. inhibition, % at 5 µM. 0.07% of 110,000 active;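 active = inhibition above the mean of the plate negative controls plus 5 SD, cut at about 13% in these data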;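 note: phagocytic index as fraction of beads internalized from green versus red external bead signal; plate controls were DMSO negative control for no effect and cytochalasin-D positive control for full effect; some results beyond the cut were filed as inactive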
HCT116 PTEN-null = growth suppression of PTEN-null HCT116, primary screen, cell-based, CellTiter-Glo | HCT116 PTEN-null viability, 60 h; active compounds read low | viability, % at 10 µM | 1.2% of 140,000 active;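 active = viability at or below a set limit, 4 SD under the median of all tested compounds, cut at about 3.7% in these data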;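 note: PTEN knockout HCT116 line with beta catenin targeted HCT116 as companion control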
Yeast lifespan up = compounds extending yeast replicative lifespan, primary screen, S. cerevisiae, OD615 | inhibition of the nicotinamide effect, % at 10 µM | S. cerevisiae growth with nicotinamide; deaD strain in restrictive glucose medium | 0.68% of 130,000 active;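 active = inhibition above a set limit, placed 3 SD over the median of all compounds, cut at about 26% in these data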;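 note: 0% = nicotinamide-treated wells and 100% = cells grown without nicotinamide; some compounds called inactive have numbers as strong as hits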
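System: DeaD-strain S. cerevisiae / Buffer or medium: CSMM-D, restrictive glucose (dextrose) synthetic minimal medium / Probe or stimulus: nicotinamide, 1.5 mM, co-present with compound / Compound: one concentration, 10 µM, DMSO 0.25% / Incubation: 48 h compound exposure at 30 °C, humidified / Technique: optical density (absorbance) at 615 nm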
bCat KO growth = primary screen for growth suppressors in beta-catenin knockout HCT116 cells (colon tumor, human); HCT116 beta-catenin knockout viability, CellTiter-Glo, 60 h; active compounds read low; viability, % at 10 µM; 1.5% of 140,000 active;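 active = viability at or under a set limit, the compound median less 4 SD, cut at about 6% in these data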;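 note: 0% = Hyamine 1622 control at 20 µM and 100% = untreated cell control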
The depositor's hits bear a star; x = no result given. These rows are one share of the data; the hit share may differ from the screen's.

SMILES | BB579 growth dn | GALR2 blocker | Measles CPE | NPY-Y2 antag | MRP1 act | E-sel TNF inh | Phagocytosis inh | HCT116 PTEN-null | Yeast lifespan up | bCat KO growth
CCOC(=O)C(O)(c1ccc(N(CC)S(=O)(=O)c2ccc(C)cc2)cc1)C(F)(F)F (stereo unspecified) | -63 | 3 | 2 | 12 | -0.7 | 5 | 0 | 99 | 2 | 96
CC(=O)c1c(C)[nH]c(C(=O)N2CCC3(CC2)OCCO3)c1C | 23 | 7 | 17 | -1 | -2.5 | x | 2 | 92 | -7 | 98
Cc1cccc(-c2nc3ccccc3c(=O)n2-n2cccc2)c1 | -19 | -1 | 6 | 6 | -1.8 | 6 | 1 | 88 | -6 | 85
CCOC(=O)CCN=Cc1c(O)n(-c2ccc(Br)cc2)c(=O)[nH]c1=O | -33 | -9 | 36 | 1 | -0.1 | -11 | 0 | 94 | -12 | 91
CCOc1ccc(-n2c(O)c(C=NCCCn3ccnc3)c(=O)[nH]c2=O)cc1 | -35 | -14 | 15 | 0 | -3.5 | -10 | 0 | 92 | 2 | 94
COc1cccc(C2C([N+](=O)[O-])=C(N)Oc3c2c(=O)oc2ccccc32)c1 (stereo unspecified) | -46 | -11 | 7 | 5 | -1.0 | -1 | -1 | 99 | -13 | 100
O=P(O)(O)Cc1c(Cl)cccc1Cl | -6 | 10 | 4 | 1 | 0.2 | 23 | -3 | 96 | 0 | 93
Cc1cc(Cl)ccc1OCC(=O)O | -47 | 1 | 18 | 5 | 0.8 | x | 0 | 109 | -2 | 100
CN(C)CCOC(=O)c1cn(Cc2ccccc2)c2ccccc12 | -41 | -2 | 6 | 10 | -2.1 | x | x | 70 | -1 | 77
Cn1c(=O)cc(SCC(=O)N2CCC3(CC2)OCCO3)c2ccccc21 | 4 | 11 | 1 | -2 | -4.5 | x | -1 | 85 | -2 | 84
Cc1ccc(-n2c(O)c(C=NCc3cccnc3)c(=O)[nH]c2=O)cc1C | -18 | 1 | 1 | 1 | -0.2 | -14 | 0 | 107 | 8 | 99
O=P(c1ccccc1)(c1nc2ccccc2s1)N1CCOCC1 (stereo unspecified) | -17 | 6 | 4 | 9 | -0.4 | 0 | 0 | 102 | 2 | 103
Cc1cccc(C(=O)Nc2ccc(Cl)cc2C(=O)c2ccccc2)c1 | -17 | -8 | 19 | 5 | 3.2 | 10 | -4 | 87 | -20 | 106
c1ccc2c(CNC3CCCCC3)c[nH]c2c1 | 1 | -2 | 6 | 2 | -1.4 | -5 | -1 | 43 | -12 | 61
CCN(N=Nc1nonc1OC)c1nonc1OC | -40 | 3 | 5 | 1 | 0.3 | -14 | x | 106 | x | 88
C=CCn1c(O)c(/C=C2/C=CC=N2)c(=O)[nH]c1=O | -18 | 35* | 2 | -3 | -4.4 | -2 | -5 | 44 | -6 | 39
CCOC(=O)c1c(C)c(P(=S)(N2CCOCC2)N2CCOCC2)n(C)c1C | -9 | -2 | 3 | -1 | -3.4 | 0 | -1 | 87 | -13 | 88
CCOC(C(=O)OCC(O)CN(CC)CC)(c1ccccc1)c1ccccc1 (stereo unspecified) | -17 | -32 | 4 | -1 | -1.4 | x | -3 | 94 | -4 | 86
CCN1CCN(C(=O)Cc2coc3cc(C)cc(C)c23)CC1 | -11 | 2 | 9 | 2 | -2.2 | 1 | 0 | 101 | 16 | 98
O=C(CN1CCOCC1)NCC(=O)Nc1ccc(Br)cc1C(=O)c1ccccc1 | -48 | -1 | 4 | 3 | 0.4 | -11 | x | 95 | -4 | 82
CCOc1ccc(-n2c(O)c(C=Nc3ccc(N(CC)CC)cc3)c(=O)[nH]c2=O)cc1 | -22 | -15 | 27 | -2 | 0.9 | 10 | 1 | 73 | -3 | 71
CCC(=O)Nc1cc(C(=O)N2CCC3(CC2)OCCO3)ccc1S(=O)(=O)c1ccc(C)cc1 | -40 | -8 | 9 | 1 | -2.4 | 9 | 2 | 92 | -24 | 82
CCOC(=O)c1ccc(NC(=O)c2c(O)[nH]c(=O)[nH]c2=O)cc1 | 25 | 6 | 4 | -1 | 0.7 | x | -1 | 88 | -19 | 83
Fc1ccccc1N1CCN(Cc2c(F)cccc2F)CC1 | 11 | 4 | 2 | 2 | -0.1 | -6 | 1 | 93 | 1 | 91
Clc1ccc2c(c1)C(c1ccccc1Cl)=NCc1nnc(Br)n1-2 | -13 | -1 | 5 | 10 | 2.1 | 15 | x | 96 | x | 89
CC(C)CC1C(C#N)=C(N)Oc2c1c(=O)oc1ccccc21 (stereo unspecified) | -87 | -4 | 7 | 1 | -0.5 | x | 0 | 102 | 18 | 85
Cc1cccnc1-n1c(C)nc2ccccc2c1=O | -21 | -19 | 8 | -1 | -0.5 | 15 | -1 | 100 | -15 | 95
Cn1cc(CCC(=O)N2CCC3(CC2)OCCO3)c2ccccc21 | -38 | -4 | 7 | 3 | 0.0 | x | -2 | 100 | -1 | 98
CC1(C)C(C(=O)NN2C(=O)c3ccccc3C2=O)C1(C)C | -9 | -9 | 6 | 1 | -0.4 | 11 | 0 | 92 | -1 | 93
C=CCn1c(O)c(C(C)=NCCO)c(=O)[nH]c1=O | -36 | 4 | 7 | 3 | -1.4 | -81 | 0 | 94 | -6 | 92
N=c1sccn1Cc1ccc(Cl)cc1Cl | -33 | 11 | 6 | 9 | -2.3 | -19 | -1 | 68 | 6 | 70
O=Cc1cn(Cc2cccc([N+](=O)[O-])c2)c2ccccc12 | -28 | -14 | 8 | -1 | -3.7 | x | 9 | 45 | -2 | 48
CC1CN(O)C2CCc3c(no[n+]3[O-])C12O (stereo unspecified) | -25 | 3 | 2 | 2 | -2.3 | -12 | -2 | 95 | -2 | 93
Oc1ccc(/C=N/NP(=S)(c2ccccc2)c2ccccc2)cc1O | -26 | 19 | 4 | 3 | -1.2 | -12 | 0 | 72 | -8 | 61
N#CCCn1cc(C(=O)Nc2ccccc2Br)c(-c2ccc([N+](=O)[O-])cc2)n1 | -22 | 2 | x | 1 | 0.6 | x | -11 | 93 | 9 | 89
CCN(CC)c1ccc(/C=N/c2sc3c(c2C#N)C2CCN3CC2)c(O)c1 | -22 | 20 | 4 | 2 | -4.2 | x | 0 | 44 | -3 | 44
Cc1ccccc1C1=NCC(=S)Nc2ccc(Cl)cc21 | -30 | 14 | 24 | 5 | -1.8 | -19 | x | 80 | x | 92
Nc1ccc(C2(c3ccc(N)cc3)CN3CCC2CC3)cc1 | -19 | -7 | 28 | 1 | -0.1 | -2 | x | 105 | -4 | 98
CCN1CC2(COC(=O)c3ccccc3N)CCC(OC)C34C5CC6C(OC)CC(O)(C5C6OC)C(O)(C(OC)C23)C14 (stereo unspecified) | -19 | -10 | 4 | 2 | -2.5 | -22 | 0 | 95 | -7 | 94
CC(Cc1ccccc1Sc1ccccc1O)N(C)C (stereo unspecified) | -51 | 0 | 11 | 4 | -1.1 | -4 | 0 | 76 | -11 | 72
CC#CP(=O)(OC)C(O)(CF)c1ccccc1 (stereo unspecified) | -20 | 8 | 5 | 3 | -2.4 | 2 | -3 | 92 | 3 | 94
O=C1Nc2ccccc2/C1=C/c1cnc[nH]1 | -67 | -2 | 4 | 5 | -6.7 | -3 | x | 33 | -16 | 40
CCn1c(=N)n(Cc2ccccc2F)c2ccccc21 | -35 | 15 | 6 | 5 | -3.2 | x | 0 | 69 | 6 | 79
CN(C)c1ccc(/C=C/[N+](=O)[O-])cc1 | 22 | 19 | 4 | 8 | -4.8 | x | x | 3.5* | 17 | 2.7*
COc1cc2c(cc1OC)-c1c(OC)c(OC)cc3c1[C@H](C2)[N+](C)(C)CC3 | -6 | 4 | 2 | 0 | -1.8 | x | x | 90 | -1 | 99
COc1ccc(NP(=O)(Nc2ccc(OC)cc2)Oc2ccccc2)cc1 | -33 | -3 | 6 | 1 | -3.4 | x | -9 | 78 | 0 | 77
c1ccc(C(OCCN2CCNCC2)c2ccccc2)cc1 | -14 | 7 | 4 | 4 | -1.3 | -5 | 2 | 97 | -7 | 92
COC(=NC1CCCCC1)C(O)c1c[nH]c2ccccc12 (stereo unspecified) | -61 | 1 | 19 | 3 | -1.3 | -30 | -1 | 82 | 0 | 83
CN1Cc2cccnc2N(C)Cc2cc(Cl)ccc21 | -20 | 4 | 10 | 6 | 1.9 | x | 2 | 67 | 0 | 66
CCOC(=O)C1(c2ccccc2)CCN(Cc2cccc(C(=O)O)c2)CC1 | -5 | 1 | 7 | 3 | -3.1 | x | 0 | 101 | -28 | 105
Following part.
SMILES | BB579 growth dn | GALR2 blocker | Measles CPE | NPY-Y2 antag | MRP1 act | E-sel TNF inh | Phagocytosis inh | HCT116 PTEN-null | Yeast lifespan up | bCat KO growth
CCCCCCn1c(O)c(C(C)=NC)c(=O)[nH]c1=O | -47 | 0 | 3 | 3 | 0.1 | 5 | 1 | 92 | -5 | 110
CC1=NN(c2ccccc2)C(=O)/C1=C/c1c(O)[nH]c(=S)[nH]c1=O | -22 | 4 | 21 | 1 | -1.7 | -19 | 0 | 85 | -10 | 96
C[N+](C)(C)Cc1ccccc1 | -35 | 7 | 9 | 0 | -1.1 | x | x | 106 | 4 | 99
CSc1ncc(/C=C2/C(=O)NC(=O)N(c3ccc(C(C)C)cc3)C2=O)cn1 | 21 | -2 | 10 | 1 | -2.6 | x | 5 | 92 | 3 | 94
COc1ccc(C(C)=O)cc1CC(C(=O)c1ccc(F)cc1)N(C)C (stereo unspecified) | -30 | 1 | 9 | 3 | -1.6 | x | x | 84 | -4 | 80
COC(=O)C(O)(c1ccc(N(C)S(=O)(=O)c2ccccc2)cc1)C(F)(F)F (stereo unspecified) | -9 | 3 | 4 | -1 | -2.6 | -13 | -1 | 98 | -5 | 94
CCOc1ccccc1N1C(=O)NC(=O)C(CCc2ccncc2)(CCc2ccncc2)C1=O | -31 | -15 | 5 | 3 | -3.2 | -1 | x | 102 | x | 89
O=C1NC(=O)[C@]2(Cc3ccccc3N3CCN(c4ccccc4)CC32)C(=O)N1c1ccccc1 (stereo partly specified) | -30 | 2 | 4 | 3 | -0.2 | 1 | 0 | 81 | -2 | 83
N#CSCC(=O)N1c2ccccc2CCc2ccccc21 | -51 | -8 | 8 | 1 | -4.8 | x | -10 | 2.5* | 43* | 3.8*
COC(=O)c1c(C)n(Cc2ccc3c(c2)OCO3)c2ccc(O)cc12 | -26 | 8 | 7 | 3 | -4.2 | -42 | -1 | 75 | -17 | 80

Source: PubChem (several laboratories)
